# Bioassay records as filed in PubChem.
# Glioma ERSR ind: qHTS for Inducers of the Endoplasmic Reticulum Stress Response (ERSR) in Human Glioma: qHTS; U87-MG GRP78 promoter luciferase reporter, 16 h; Potency, µM, for inactives: at the highest dose activation, usual class: activators; hit rate 0.02% among 420,000; AID 602332, 2012; also: potency is read from the fitted curve at half-maximal effect; series mostly up to about 76 µM; % of control where 0% means no effect; nearly all actives have a fitted effect of over 35% in size
#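 ERSR induction read as luciferase luminescence (Bright-Glo, 10 min at room temperature) in stably transfected human U87-MG glioma cells exposed to compounds for 16 h, using GRP78 as sensor.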
# USP1-UAF1 inh: Inhibitors of USP1/UAF1: Primary Screen; Ubiquitin carboxyl-terminal hydrolase 1 (Homo sapiens), O94782; recombinant USP1/UAF1, Ub-Rhodamine cleavage fluorescence; Potency, µM (top dose mostly 57.1 µM), for the others: at the top dose activity change, negative = inhibition, most hits filed as inhibitors; hit rate 0.23% among 390,000; AID 743255, 2014; also: potency is read from the fitted curve at half-maximal effect; % is scaled to controls: 0 for no effect and ±100 for the full control effect; nearly all actives have a fitted effect of over 60% in size; inactives centre near -12
# Target sequence (O94782 whole entry, looked up): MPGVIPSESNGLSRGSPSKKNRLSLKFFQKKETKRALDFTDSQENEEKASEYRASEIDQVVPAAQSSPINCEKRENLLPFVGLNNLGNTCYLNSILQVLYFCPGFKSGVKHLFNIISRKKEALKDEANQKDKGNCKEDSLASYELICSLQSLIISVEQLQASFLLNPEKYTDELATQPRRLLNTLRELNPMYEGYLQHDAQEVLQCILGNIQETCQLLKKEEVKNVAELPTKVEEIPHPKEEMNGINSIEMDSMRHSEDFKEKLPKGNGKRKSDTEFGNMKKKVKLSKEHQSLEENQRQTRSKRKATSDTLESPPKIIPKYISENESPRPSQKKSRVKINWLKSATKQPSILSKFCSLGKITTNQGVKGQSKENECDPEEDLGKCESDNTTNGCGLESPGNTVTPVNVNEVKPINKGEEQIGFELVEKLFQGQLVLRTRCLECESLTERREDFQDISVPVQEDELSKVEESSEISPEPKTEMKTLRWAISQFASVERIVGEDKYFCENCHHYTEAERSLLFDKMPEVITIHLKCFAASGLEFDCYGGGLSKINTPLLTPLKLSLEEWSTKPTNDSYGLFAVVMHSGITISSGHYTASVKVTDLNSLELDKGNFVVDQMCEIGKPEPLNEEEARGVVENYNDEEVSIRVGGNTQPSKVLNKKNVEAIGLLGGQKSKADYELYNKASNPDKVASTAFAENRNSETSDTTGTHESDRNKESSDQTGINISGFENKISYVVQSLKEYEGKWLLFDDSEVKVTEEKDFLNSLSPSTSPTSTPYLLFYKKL
#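 USP1/UAF1 complex (1 nM) preincubated 15 min at room temperature with compound, then Ub-Rho substrate (150 nM final) added. Kinetic fluorescence at 480/540 nm over 6 reads at 60 s intervals; 50 mM HEPES pH 7.8, 0.5 mM EDTA, 0.1 mg/ml BSA, 1 mM TCEP, 0.01% Tween-20.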
# IDH1 R132H inh: qHTS for Inhibitors of mutant isocitrate dehydrogenase 1 (IDH1): qHTS; Isocitrate dehydrogenase [NADP] cytoplasmic (Homo sapiens), O75874; hit rate 0.093% among 390,000; Potency, µM (series often up to 76.6 µM), without a hit: top-dose activity change, negative = inhibition, hits mostly inhibitors; IDH1-R132H enzyme, NADPH consumption, diaphorase/resazurin fluorescence; AID 602179, 2012; also: potency is read from the fitted curve at half-maximal effect; % is scaled to controls: 0 for no effect and ±100 for the full control effect; nearly all actives have a fitted effect of over 65% in size
#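 IDH1-R132H (0.5 ug/mL dispensed) in pH 7.5 Tris buffer was preincubated 30 min with compound, then given a substrate mix of 0.016 mM NADPH and 2 mM alpha-KG for 80 min at room temperature; remaining NADPH was read by diaphorase/resazurin fluorescence.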
# Vif-A3G inh: qHTS for Inhibitors of Vif-A3G Interactions: qHTS; DNA dC->dU-editing enzyme APOBEC-3G (Homo sapiens), Q9HC16; HeLa A3G-eYFP + Vif (tagged APOBEC3G with the HIV-1 protein that degrades it), YFP fluorescence, overnight; Potency, µM (series often up to 46.1 µM), for inactives: at the highest dose activity, negative = active, actives largely listed as inhibitors; hit rate 0.076% among 410,000;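 also: potency is read from the fitted curve at half-maximal effect; % is scaled to controls: 0 for no effect and ±100 for the full control effect; nearly all actives have a fitted effect of over 60% in size; hits raise eYFP signal because A3G escapes Vif-driven loss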
#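 HeLa cells stably expressing Vif and C-terminally eYFP-tagged A3G, seeded overnight at 37 deg C, then exposed to compound by pintool overnight at 37 deg C. Rise in yellow fluorescence (Ex 488/Em 500-530, Acumen) marks blocked Vif-driven A3G degradation.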
# TrxR1 inh: qHTS Assay for Inhibitors of Mammalian Selenoprotein Thioredoxin Reductase 1 (TrxR1): qHTS; Thioredoxin reductase 1, cytoplasmic (Rattus norvegicus), O89049; recombinant rTrxR1, NADPH fluorescence consumption, selenite substrate; Potency, µM (titrated, usually from 114 µM), for the others: at the highest dose activity change, negative = inhibition, usual class: inhibitors; hit rate 1% among 390,000; AID 588453, 2011; also: potency is read from the fitted curve at half-maximal effect; % is scaled to controls: 0 for no effect and ±100 for the full control effect; nearly all actives have a fitted effect of over 65% in size
#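 Rat TrxR1 (90 nM in the dispensed reagent) was pre-reduced with 400 uM NADPH for 5 min at room temperature, then incubated with compound for 15 min. After 400 uM selenite was added, NADPH fluorescence (Ex 340/Em 450 nm) was followed for 8 min.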
# Vif-A3F inh: qHTS for Inhibitors of Vif-A3F Interactions: qHTS | HeLa A3F-eYFP + Vif (tagged APOBEC3F with the HIV-1 protein that degrades it), YFP fluorescence increase | Potency, µM (top dose mostly 46.1 µM), without a hit: at the highest dose activity, negative = active | hit rate 0.2% among 390,000; also: potency is read from the fitted curve at half-maximal effect; % of control where 0% means no effect; nearly all actives have a fitted effect of over 65% in size
#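 Fluorescence increase (Ex 488/Em 500-530) after overnight compound treatment at 37 deg C flags inhibition of Vif-driven A3F-eYFP loss in stable HeLa A3F-eYFP/Vif cells seeded overnight beforehand.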
# TrxR1 substrate: qHTS Assay for Substrates of Mammalian Selenoprotein Thioredoxin Reductase 1 (TrxR1): qHTS | Potency, µM (series often up to 114 µM), for the others: at the highest dose activity change, negative = substrate turnover | hit rate 0.01% among 390,000 | purified TrxR1 substrate turnover, NADPH consumption readout | Thioredoxin reductase 1, cytoplasmic (Rattus norvegicus), O89049; also: potency is read from the fitted curve at half-maximal effect; % is scaled to controls: 0 for no effect and ±100 for the full control effect; nearly all actives have a fitted effect of over 50% in size
#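 Rat TrxR1, dispensed at 90 nM, was prereduced with 400 uM NADPH (final) for 5 min at ~22 deg C, then incubated with compound 15 min before 400 uM selenite. A first-read NADPH fluorescence drop versus no-compound background flagged substrates.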
# LDHA inh: qHTS assay for inhibitors of human lactate dehydrogenase | L-lactate dehydrogenase A chain (Homo sapiens), P00338 | hit rate 0.15% among 480,000 | purified LDHA, NADH/diaphorase-resazurin fluorescence; hits give low values | activity change, % (values are at about 110 or 230 µM); in the data active = activity change below about -30%; inconclusive = mostly about -25% to -30%;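 also: plate controls were DMSO wells for no effect and wells without enzyme for full effect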
#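 Human LDH5 at 2 nM final in Tris HCl pH 7.4 with 0.06 mM NADH and 0.2 mM pyruvate, reacted 5 minutes at room temperature. Remaining NADH coupled via diaphorase/resazurin; resorufin fluorescence read at 0 and 20 minutes, normalized to enzyme-free and DMSO wells.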
# RGS4 inhibitor: Inhibitors of Regulator of G Protein Signaling (RGS) 4: qHTS. Regulator of G-protein signaling 4 (Homo sapiens), P49798. Transcreener GDP fluorescence polarization, RGS4-accelerated GTP hydrolysis. Potency, µM (highest dose often 114 µM), inactives show top-dose activity change, negative = inhibition, actives largely listed as inhibitors. hit rate 0.039% among 390,000. AID 504845, 2011; also: potency is read from the fitted curve at half-maximal effect; % is scaled to controls: 0 for no effect and ±100 for the full control effect; nearly all actives have a fitted effect of over 75% in size; some results filed as inactive show a strong effect at the top dose
# Target sequence (P49798 whole entry, looked up): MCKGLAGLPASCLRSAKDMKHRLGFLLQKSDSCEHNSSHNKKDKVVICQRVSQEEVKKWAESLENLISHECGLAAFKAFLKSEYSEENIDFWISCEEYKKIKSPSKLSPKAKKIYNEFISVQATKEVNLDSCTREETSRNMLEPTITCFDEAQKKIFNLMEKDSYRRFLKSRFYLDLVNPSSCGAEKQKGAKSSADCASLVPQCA
#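 MLSMR compounds (23 nl, pin-transferred) preincubated 10 min at room temperature with a 500nM (2x) first reagent, then RGS4 at 900nM (2x) plus Transcreener GDP mix added; fluorescence polarization (620/688 nm) read before and after 90 min at 30 °C.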
# * marks the source's active call; other numbers are inactive results; u = inconclusive; x = not tested or not shown; & = joins results of further samples; [ ] = dose if it differs, or a comment. Unless noted, calls follow the shape of the dose curve; as a rule, active = well fitted curve in the direction sought with a large enough effect; inconclusive = small, poorly fitted or top-dose-only effect, or another doubt; inactive = no such curve, though single readings can be large; an effect the other way counts as inactive or inconclusive. Only part of the results is shown, so the mix of outcomes need not match the whole.
SMILES,Glioma ERSR ind,USP1-UAF1 inh,IDH1 R132H inh,Vif-A3G inh,TrxR1 inh,Vif-A3F inh,TrxR1 substrate,LDHA inh,RGS4 inhibitor
Cc1c(Br)cccc1NC(=O)c1sccc1-n1cccc1,-2.8%,-14.5%,0.3%,-2.6%,15.7%,4.6%,1.5%,-5.3,-33.8%
CCCCCC(=O)Nc1ccc(-c2cn3cccnc3n2)cc1,-1.1%,-17.7%,3.4%,-4.6%,12.9%[57.1 µM],5.7%,75.6%[activator][57.1 µM],-9.4,18.1%
COc1ccc(OC)c(NC(=O)CSc2nc3[nH]c(=O)cc(O)c3s2)c1,-3.2%,-7.1%,2.9%,-4.2%,-4.2%,0.5%,-3.3%,6.8,-27.7%
Cc1c(C(=O)O/N=C(\N)c2ccccn2)cccc1[N+](=O)[O-],-12.0%,-0.4%,15.4%,-2.0%,23.3%[57.1 µM],0.1%,9.3%[57.1 µM],2.5,-13.7%
CC1CCCC(NC(=O)COC(=O)[C@@H](NC(=O)c2ccco2)C(C)C)C1C (stereo partly specified),-2.2%,-13.0%,-2.2%,2.9%,14.3%,1.0%,3.8%,1.2,2.5%
COC(=O)CN1C(=O)CSc2ccc(S(=O)(=O)Nc3ccc(C)c(Cl)c3)cc21,-1.2%,-20.0%,0.0%,-9.7%,11.9%,-2.6%,-9.1%,-1.9,9.7%
CC(=O)N1CCC(Nc2ccc(C)cc2)CC1,-2.6%,-8.9%,4.0%,1.4%,4.7%[57.1 µM],-0.7%,8.7%[57.1 µM],2.8,2.2%
CN(Cc1cccc(Cl)c1)C(=O)C1CSC2(C)CCC(=O)N12 (stereo unspecified),-2.8%,-17.2%,8.3%,0.3%,-7.8%,4.0%,1.0%,-2.8,11.2%
Cc1cc(C)n(-c2ccc(NC(=O)C3CCCCN3Cc3cccc4c3OCO4)cc2)n1 (stereo unspecified),-4.1%,u,4.8%,u,11.3%,1.2%,-1.4%,-1.5,6.2%
CCNc1nc(NCC)n2c(SCc3ccc(F)cc3)nnc2n1,-2.9%,-13.5%,6.1%,-1.3%,30.0%[57.1 µM],5.5%,16.5%[57.1 µM],-4.2,u
Cc1ccccc1S(=O)(=O)NC(=NCc1ccc(F)cc1)c1ccccc1,-6.7%,-18.5%,1.6%,0.6%,-7.1%,2.6%,-7.2%,-1.8,-10.2%
CCN1C(=S)SC(=O)C1=C1C=C(C)OC(C)=C1,-1.0%,-3.9%,3.2%,-0.8%,-1.1%[57.1 µM],-0.4%,9.1%[57.1 µM],-1.5,-10.5%
Oc1ccc(Cl)cc1C1=Nc2ccccc2N=C(c2ccco2)C1,-1.1%,-25.4%,-3.2%,-1.3%,-14.2%,u,-10.4%,-1.7,-1.1%
Cc1ccc(Nc2nnc(-c3ccc4c(c3)OCO4)o2)c(C)c1,-1.3%,-5.4%,13.0%,-4.7%,1.5%,1.5%,15.3%[0.0914 µM],-0.2,-39.8%
Cc1nnc(NC(=O)C(C)Sc2nnc(-c3ccco3)n2C)s1 (stereo unspecified),-2.6%,-3.9%,-3.2%,-1.1%,0.6%[57.1 µM],-8.2%,-2.2%[57.1 µM],-2.2,4.6%
CC(=O)Oc1cc2c(C(=O)NCc3ccncc3)c(C)oc2c2ccccc12,-3.7%,u,-0.6%,-1.6%,14.9%,-2.5%,7.7%,9.2,7.7%
Cc1ccc(C(C)C)c(OCCSc2nc3ccccc3n2CC(O)CO)c1 (stereo unspecified),-3.8%,-12.7%,25.4%,-9.3%,12.2%,-2.8%,-4.8%,7.4&1.4,13.1%
Cc1ccc(NC(=O)CCNS(=O)(=O)c2cccc3nsnc23)cc1,-0.3%&-0.8%,-29.5%&-14.5%,-2.3%&0.9%,-0.9%&-0.4%,8.0%[2.29 µM],0.1%&6.2%,-4.4%&-18.9%,1.8&-1.3,-0.7%&4.3%
CC1(C)C(=O)Nc2ccccc2N1C(=O)COC(=O)/C=C/c1ccc(OC(F)F)cc1,-4.3%,-14.9%,10.2%,-4.4%,3.3%,-0.9%,3.6%,-2.2,12.8%
COc1ccc(C)c2sc(N(CCN(C)C)C(=O)c3ccc4ccccc4c3)nc12,-0.5%,-13.3%,1.7%,-2.8%,1.0%,u,0.2%,0.0,-7.1%
COc1ccc(S(=O)(=O)NCCc2nnc3ccc(SCC(=O)Nc4nc(C)cs4)nn23)cc1,-2.0%,-11.4%,-1.3%,-3.3%,0.8%,-8.1%,1.8%,-2.1,11.7%
CC12CCC(C(=O)Nc3cccc(NC(=O)C45CCC(C)(C(=O)O4)C5(C)C)n3)(OC1=O)C2(C)C,-5.0%,-4.2%,-2.6%,1.5%,0.3%,-0.4%,-11.8%,-7.2,16.1%
Fc1cccc(CNc2ncnc3cc(Cl)ccc23)c1F,3.1%,-15.4%,-3.9%,-2.2%,19.4%[2.29 µM],0.8%,7.3%[57.1 µM],-3.6,-0.8%
COc1ccc(CCN(Cc2cc3ccc(C)cc3[nH]c2=O)C(C)=O)cc1OC,-3.0%,-6.2%,20.8%,-1.4%,14.1%,1.5%,-1.6%,-2.5,27.7%
Cc1cc(C)n(-c2nc3c(c(=O)[nH]c(=O)n3C)n2Cc2ccc(F)cc2)n1,-5.6%,-10.1%,6.6%,-3.3%,7.9%[57.1 µM],3.5%,-5.5%[57.1 µM],3.0,-14.6%
O=[N+]([O-])c1ccccc1-c1cc(-c2cc(Cl)ccc2O)n[nH]1,2.6%,-20.1%,-9.3%,u,8.0%,3.1%,-3.5%,-2.0,-16.9%
CC1(c2ccc(OC(F)F)cc2)NC(=O)N(CC(=O)Nc2cccc(S(N)(=O)=O)c2)C1=O (stereo unspecified),-2.9%,-10.7%,-8.4%,-0.5%,17.2%,u,-6.6%,-9.9,23.9%[11.4 µM]
CCOCCCN1C(=O)c2ccccc2CC1(C)C(=O)NC1CCCCC1 (stereo unspecified),x,-20.7%,x,x,22.3%,x,7.3%,-13.3,25.7%
Cc1c(C(=O)N(Cc2ccccc2)C(C)C)oc2ccc(S(=O)(=O)N3CCOCC3)cc12,-3.9%,-24.7%,0.0%,5.6%,22.8%[57.1 µM],-15.9%,5.5%[57.1 µM],1.5,-30.7%[56.9 µM]
CCOC(=O)C1=C(C)N(C)C(=S)N(C)C1c1ccc(OC)cc1 (stereo unspecified),-1.4%,5.3%,4.4%,-1.0%,7.8%[57.1 µM],5.4%,1.0%[57.1 µM],-0.5,4.1%
Nc1nonc1-n1nnc(C(=O)c2ccccc2)c1-c1ccccc1,-2.3%,-5.4%,8.3%,-7.9%,10.8%[57.1 µM],-0.3%,1.5%[57.1 µM],-6.1,-9.5%
CCOC(=O)c1c(C)[nH]c(C(=O)COC(=O)c2ccc(O)cc2)c1C,2.4%,-1.8%,-4.8%,-5.5%,1.2%,-10.1%,-8.3%,-16.6,20.1%
C[C@H](NC(=O)c1[nH]cnc1C(=O)Nc1cccc(Cl)c1)c1ccccc1,-2.6%,u,-16.5%,-0.2%,6.3%[57.1 µM],0.1%,18.1%[57.1 µM],-1.8,-4.7%
Cc1ccc(N2CC(c3nc(-c4ccc(Cl)cc4)no3)CC2=O)cc1F (stereo unspecified),-3.0%,-9.6%,-7.9%,2.3%,10.6%[57.1 µM],-2.0%,-4.5%[57.1 µM],0.2,-15.8%
O=C(CNC(=O)c1ccc(Br)o1)NCc1ccc(Cl)cc1Cl,-3.8%,-19.5%,0.8%,-6.1%,13.8%,1.9%,0.7%,-6.6,-7.7%
Cc1ccc2oc3c(SCc4nc5ccccc5[nH]4)nc(C)nc3c2c1,2.4%,x,x,u,15.5%,-6.0%,0.9%,-16.5,-28.6%
N/C(CC(=O)Nc1cc(C(F)(F)F)ccc1Cl)=N\O,-4.6%,-17.3%,-3.1%,-1.5%,-9.2%[2.29 µM],1.6%,-4.1%[57.1 µM],-1.7,-4.2%
CCCCN(C)C(=O)c1cn(CC)c2nc(C)ccc2c1=O,-3.3%,-12.5%,-1.4%,-0.9%,-3.8%,-11.2%,-3.1%,-7.3,24.4%
CN(Cc1cccc(-n2cccn2)c1)Cc1cn(C)nc1-c1ccccc1F,0.7%,-10.8%,-3.2%,2.2%,8.0%[57.1 µM],-2.0%,2.8%[57.1 µM],-2.9,-11.6%
